ZTA DNA inh: ZTA (EBV) inhibition in EBNA-1 counter-screen. P03206. ZTA-DNA binding, fluorescence polarization. inhibition, % at 11 µM. 320,000 compounds, 0.15% hits. AID 2234; in the data active = inhibition above about 33%
Target sequence (P03206 whole entry, looked up): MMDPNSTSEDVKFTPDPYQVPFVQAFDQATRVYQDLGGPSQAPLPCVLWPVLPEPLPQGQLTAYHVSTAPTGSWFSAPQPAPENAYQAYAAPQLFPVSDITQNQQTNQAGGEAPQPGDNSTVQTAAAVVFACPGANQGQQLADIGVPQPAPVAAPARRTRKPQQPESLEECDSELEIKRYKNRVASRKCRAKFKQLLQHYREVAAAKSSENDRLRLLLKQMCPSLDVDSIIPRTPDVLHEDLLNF
HCV core dimer: HCV core protein dimerization inhibition | 300,000 compounds, 0.33% hits | inhibition, % at 5 µM | TR-FRET GST/Flag-core106 dimerization, 1536-well;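 active = inhibition above the mean of all tested compounds plus 3 SD, set per screening campaign, cut at about 45% in these data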
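Assay system: Tagged HCV core106 pair (GST and Flag) | Buffer or medium: KF-containing HEPES buffer, pH 7.45, DTT, CHAPS, BSA | Also added: Eu donor and XL665 acceptor anti-tag antibodies | Dosing: One concentration, 5 µM, in 0.5% DMSO | Timing: 4 h at 22.5 °C | Technique: TR-FRET 671 and 617 nm emission | Repeats: Singlicate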
PP5 inh: PP5 (human) phosphatase inhibition; P53041; purified PP5c, OMFP substrate fluorescence; inhibition, % at 6.7 µM; 320,000 compounds, 0.18% hits; AID 1987;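 active = inhibition above the campaign's mean inhibition across all tested compounds plus 3 SD, cut at about 9.5% in these data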;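 also: 0% = DMSO only and 100% = 100 µM cantharidin control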
TPT1 inh: C. albicans TPT1 enzyme inhibition | recombinant caTPT1, FP RNA substrate dephosphorylation | inhibition, % at 5 µM | 300,000 compounds, 0.81% hits;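 active = inhibition above the mean of all tested compounds plus 3 SD, set per screening campaign, cut at about 24% in these data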;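 also: plate controls were DMSO alone for no effect and ferristatin control at 100 nM for full effect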
Fh CTSL1 inh: cathepsin L1 inhibition, PFM18AAP counter-screen | recombinant F. hepatica cathepsin L1, Z-Leu-Arg-MCA fluorescence | inhibition, % at 5.96 µM | 300,000 compounds, 0.49% hits;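 active = inhibition above the mean of all tested compounds plus 3 SD, set per screening campaign, cut at about 17% in these data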;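 also: 0% = plate median of test compound wells and 100% = 1 µM Z-Phe-Ala-diazomethylketone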
CR mimetic SO: lowers age-related superoxide in aged yeast cells; AID 2690; S. cerevisiae aged cells, superoxide DHE fluorescence; hits give low values; 330,000 compounds, 0.18% hits; superoxide response (% of plate mean), % at 10 µM;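 active = superoxide response under a set limit, about three screen SD below normal, cut at about 65% in these data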;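 also: yeast aged for seven days with compound at 30 °C before DHE staining; 100% = average MFI of all compound-treated wells on the plate with controls excluded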
EBNA-1 inhibitor: blocks EBNA-1 binding to DNA | EBNA-1 DNA binding, fluorescence polarization | 300,000 compounds, 0.34% hits | inhibition, % at 14.8 µM | AID 1950; in the data active = inhibition above about 28%
JMJD2C inh: human JMJD2C demethylase inhibition; 330,000 compounds, 0.069% hits; inhibition, % at 2.35 µM; AID 2099; Q9H3R0; GST-JMJD2C(1-420) H3K9me3 demethylation, DELFIA europium;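 active = more than half of a compound's replicate wells show inhibition beyond 50%, single wells judged on their own value; inconclusive = some, but no more than half, of replicates pass 50% inhibition; inactive = no replicate passes 50% inhibition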;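 also: signal counts dimethyl H3K9 product captured on neutravidin plate; 0% = median of DMSO wells and 100% = 0.3 times that DMSO median; strong numbers were not always called active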
Target sequence (Q9H3R0 1-420 limits assumed): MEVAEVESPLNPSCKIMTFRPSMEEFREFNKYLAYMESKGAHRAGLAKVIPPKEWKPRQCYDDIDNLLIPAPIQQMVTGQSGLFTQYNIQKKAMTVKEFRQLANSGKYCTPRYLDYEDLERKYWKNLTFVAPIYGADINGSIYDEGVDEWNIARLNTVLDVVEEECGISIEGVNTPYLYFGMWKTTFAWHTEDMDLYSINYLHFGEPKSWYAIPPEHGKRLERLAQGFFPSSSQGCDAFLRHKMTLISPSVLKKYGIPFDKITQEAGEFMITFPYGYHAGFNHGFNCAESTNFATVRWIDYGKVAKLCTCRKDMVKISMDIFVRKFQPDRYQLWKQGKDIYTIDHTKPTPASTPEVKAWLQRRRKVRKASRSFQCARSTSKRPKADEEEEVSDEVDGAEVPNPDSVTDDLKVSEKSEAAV
PP1 inh: blocks human PP1-alpha phosphatase, a PP5 counter-screen | 320,000 compounds, 0.9% hits | inhibition, % at 6.7 µM | purified PP1alpha, OMFP fluorescence | P62136;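 active = inhibition above the mean inhibition of all tested compounds plus 3 SD, computed separately for each screening campaign, cut at about 15% in these data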
* marks the source's active call; other numbers are inactive results; i = inactive; ? = inconclusive; . = not tested or not shown. An unsorted share of the library; any-hit rate near 3.1%.

structure	ZTA DNA inh	HCV core dimer	PP5 inh	TPT1 inh	Fh CTSL1 inh	CR mimetic SO	EBNA-1 inhibitor	JMJD2C inh	PP1 inh
O=C(NC1CCCC1)[C@@H]1CSC2c3ccccc3C(=O)N21 (some centres not stated)	-34	-2	2.4	-4	-4	91	5	-4	-3
COc1ccc(S(=O)(=O)N(Cc2cccnc2)Cc2cc3ccccc3[nH]c2=O)cc1	3	1	-1.0	0	2	84	3	0	3
CCOC(=O)C1=C(C)NC(SCC(=O)O)=C(C#N)C1c1ccco1 (configuration not stated)	6	4	-0.8	3	0	96	3	6	0
CC1CCCCC12NC(=O)N(CC(=O)NCCc1c[nH]c3ccccc13)C2=O (configuration not stated)	-15	.	2.0	.	.	85	.	-3	-3
COCCN(CCOC)S(=O)(=O)c1ccc(C(=O)Nc2c(C)n(C)n(-c3ccccc3)c2=O)cc1	-18	-5	-1.6	-1	0	108	-5	-1	-4
CSc1ccccc1C(=O)C1CCCN(C(=O)NC(C)C)C1 (configuration not stated)	16	4	0.2	-3	-1	96	7	1	-5
O=C(Nc1ccc(N2CCOCC2)c(Cl)c1)c1ccc(-n2cnnc2)cc1Cl	17	8	-0.8	-1	1	99	13	-1	3
NC(=O)C1CCN(C(=O)c2ccc(NS(=O)(=O)c3ccc(F)c(F)c3)cc2)CC1	14	.	-0.3	.	.	99	.	13	-1
C=C1CCC2[C@](C)(CO[C@@H]3O[C@H](CO)[C@@H](O)[C@H](O)[C@H]3O)CCC[C@@]2(C)[C@@H]1CCC1=CCOC1=O (some centres not stated)	10	-8	2.0	1	0	109	-10	.	-5
CC(C)CN(C(=O)COC(=O)COc1ccc2c(c1)CCC2)c1c(N)n(Cc2ccccc2)c(=O)[nH]c1=O	-9	2	-1.4	1	-6	79	-7	1	0
CN1C(=O)[C@@H]2[C@@H]3C[C@@H]([C@H]4ON=C(c5ccc(Cl)cc5Cl)[C@@H]34)[C@@H]2C1=O	6	0	-0.6	0	3	95	5	-12	1
O=C(CSc1ccc(Br)cc1)Nc1ccccc1N1CCOCC1	-4	-6	3.1	-2	0	100	-2	-1	6
CC(C)c1ccc(OCC(=O)NCc2ccco2)cc1	9	-1	0.1	-1	6	117	9	-4	-4
CC(=O)c1cccc(NC(=O)c2cc(-c3ccco3)on2)c1	2	12	2.3	1	4	95	-2	-14	0
CCOC(=O)C(C)n1cnc2c1c(=O)[nH]c(=O)n2C (configuration not stated)	3	-1	0.4	0	0	92	8	2	2

Exported with values under each structure: part of the list above.
Sequence of screens: ZTA DNA inh, HCV core dimer, PP5 inh, TPT1 inh, Fh CTSL1 inh, CR mimetic SO, EBNA-1 inhibitor, JMJD2C inh, PP1 inh
- C=C1CCC2[C@](C)(CO[C@@H]3O[C@H](CO)[C@@H](O)[C@H](O)[C@H]3O)CCC[C@@]2(C)[C@@H]1CCC1=CCOC1=O (some centres not stated)
    10, -8, 2.0, 1, 0, 109, -10, ., -5
- O=C(CSc1ccc(Br)cc1)Nc1ccccc1N1CCOCC1
    -4, -6, 3.1, -2, 0, 100, -2, -1, 6
- CCOC(=O)C(C)n1cnc2c1c(=O)[nH]c(=O)n2C (configuration not stated)
    3, -1, 0.4, 0, 0, 92, 8, 2, 2
- CCOC(=O)C1=C(C)NC(SCC(=O)O)=C(C#N)C1c1ccco1 (configuration not stated)
    6, 4, -0.8, 3, 0, 96, 3, 6, 0
- COCCN(CCOC)S(=O)(=O)c1ccc(C(=O)Nc2c(C)n(C)n(-c3ccccc3)c2=O)cc1
    -18, -5, -1.6, -1, 0, 108, -5, -1, -4
- CSc1ccccc1C(=O)C1CCCN(C(=O)NC(C)C)C1 (configuration not stated)
    16, 4, 0.2, -3, -1, 96, 7, 1, -5
- CC(C)c1ccc(OCC(=O)NCc2ccco2)cc1
    9, -1, 0.1, -1, 6, 117, 9, -4, -4

Remaining list, next part.
structure	ZTA DNA inh	HCV core dimer	PP5 inh	TPT1 inh	Fh CTSL1 inh	CR mimetic SO	EBNA-1 inhibitor	JMJD2C inh	PP1 inh
Cc1ccccc1-c1nc(CN2CCC(C(=O)NCCN3CCOCC3)CC2)c(C)o1	1	10	1.0	1	1	127	-2	-33	-4
CSc1nnc(Cn2c(=O)sc3ccccc32)n1C	18	1	0.6	5	-2	97	-2	-2	-6
COCc1nnc(NC(=O)c2cccs2)s1	9	2	-2.8	-3	4	103	7	5	-2
O=C(C[n+]1ccc(/C=N/O)cc1)NCc1ccccc1	8	-1	-1.8	-2	-4	96	5	-1	-2
COC(=O)c1ccc(N2CCCCC2)c(NC(=O)c2ccco2)c1	9	5	3.9	-4	4	100	1	-15	7
C=CCn1c(C)cc(C(=O)CN2C(=O)NC3(CCCc4ccccc43)C2=O)c1C (configuration not stated)	12	6	1.3	0	0	102	-4	18	-1
CNC(=O)c1sc(-c2cccs2)nc1C	4	0	-0.7	1	2	106	0	13	2
CCOc1ccc(-c2nc(CCl)cs2)cc1	9	5	2.5	2	-3	99	2	2	-3
O=C(NCC(=O)N(CCc1ccccc1)C(C(=O)NC1CCCC1)c1cccnc1)c1ccco1 (configuration not stated)	1	2	-3.8	-6	0	105	4	.	-4
O=C1CCC/C1=C/Nc1ccc(Cl)cc1	13	10	-0.6	2	4	96	7	-5	0
Cn1cccc1C(=O)C(=O)Nc1cc(Cl)cc(Cl)c1	14	4	-0.4	-2	-2	102	8	-33	-2
CCN(CC)CCn1c2ccccc2c2nc3ccccc3nc21	-6	2	4.1	3	6	101	2	-6	-2
COC(=O)c1cccc(NC(=O)CCc2cc(OC)c(OC)c(OC)c2)c1	9	-2	1.1	-3	3	97	0	0	-3
CCC(=O)N1CCCc2cc(S(=O)(=O)N3CCN(c4ccccc4F)CC3)ccc21	8	19	2.2	3	2	119	10	39	0
COc1cc2c(cc1NC(=O)c1cccnc1)CCCC2	-5	-4	-1.3	1	4	90	2	8	-5
COc1cccc(CN2CCNC(=O)C2CC(=O)NC2CCOCC2)c1OC (configuration not stated)	0	-16	-1.9	-3	3	82	-1	-16	0
COc1ccc(CCNS(=O)(=O)c2cc3c4c(c2)C(C)C(=O)N4CCC3)cc1OC (configuration not stated)	1	1	-1.4	-3	0	113	2	-6	0
CC(=O)Oc1ccc(-c2csc(Nc3cccnc3)n2)cc1	15	-3	-0.2	-1	-18	80	11	72	2
CC(=O)N[C@H]1C(O)O[C@H](CO)[C@@H](O)[C@@H]1O (some centres not stated)	12	11	-3.5	-2	-1	93	-1	i	-3
CC(C)(C)C(=O)Oc1cccc(Nc2ncnc3ccccc23)c1	-12	2	3.5	2	2	94	-6	-8	0
CS(=O)(=O)NCCSCc1ccc(Cl)cc1	9	-4	0.6	-6	1	100	4	11	0
O=C(O)CCCNS(=O)(=O)c1cccc2nsnc12	3	3	1.0	4	2	101	-25	1	-1
O=C(NCC(c1ccco1)N1CCc2ccccc21)c1ccccc1F (configuration not stated)	1	8	3.3	1	0	107	-1	?	2
COc1ccc(NS(=O)(=O)c2ccc(NC(=S)NCC3CCCO3)cc2)cc1 (configuration not stated)	6	-3	3.1	3	-1	108	-5	5	-2
COc1cccc(C(=O)NC(=S)Nc2ccccc2N2CCOCC2)c1	0	-2	1.0	-2	0	98	-2	-4	2
O=C(NCc1cccnc1)C(=O)NCC1OCCN1S(=O)(=O)c1ccccc1 (configuration not stated)	-11	-12	-3.6	-2	-2	102	0	30	6
Nc1ccc2nc(CCCCCCc3nc4ccc(N)cc4[nH]3)[nH]c2c1	18	-9	-1.8	3	1	108	18	9	-2
CN(C(=O)c1ccncc1)C1CCCCC1	-10	-5	2.4	-2	1	102	-4	-1	-4
C=CCn1cnc2c(nnn2-c2cc(C)cc(C)c2)c1=O	6	-2	0.3	1	5	100	-3	22	3
Cc1cccc(C)c1NS(=O)(=O)c1cc2c3c(c1)CCN3C(=O)CC2	-1	1	0.0	0	-8	109	-14	-16	-4

Remaining list, next part
| canonical_smiles | ZTA DNA inh | HCV core dimer | PP5 inh | TPT1 inh | Fh CTSL1 inh | CR mimetic SO | EBNA-1 inhibitor | JMJD2C inh | PP1 inh |
| --- | --- | --- | --- | --- | --- | --- | --- | --- | --- |
| Cc1cc(C)cc(OCC(=O)OC(C)C(=O)Nc2ccc(Cl)cn2)c1 (configuration not stated) | 9 | -6 | 1.4 | -2 | -11 | 84 | 3 | 0 | 0 |
| O=C(Nc1nnc(-c2ccccc2)o1)Nc1ccc(F)cc1F | 10 | 2 | 0.9 | -1 | -1 | 93 | 8 | 3 | -1 |
| O=C(CO/N=C/c1ccccc1OC(F)F)NCc1ccco1 | -4 | -1 | 1.1 | 0 | -1 | 101 | 3 | -3 | 0 |
| CC(=O)c1ccc(NC(=O)c2ccc(CNc3c(N4CCOCC4)c(=O)c3=O)cc2)cc1 | -10 | 0 | 0.4 | -2 | -6 | 109 | -18 | 0 | -5 |
| CC1CCCC(NC(=O)c2cccc(S(=O)(=O)NCc3ccccc3)c2)C1C (configuration not stated) | -2 | . | 1.2 | . | . | 113 | . | 11 | 0 |
| CN1CCN(c2ccc(NC(=O)COc3cccc4ccccc34)cc2)CC1 | -2 | -9 | 1.2 | -1 | 6 | 89 | -8 | -2 | 0 |
| CCCc1cc(=O)[nH]c(SCC(=O)N2CCN(S(=O)(=O)c3ccc(C)cc3C)CC2)n1 | -6 | 5 | 1.1 | 0 | 2 | 97 | -4 | -4 | 0 |
| Cc1c(N=Cc2c(O)n(Cc3ccco3)c(=O)c3ccccc23)c(=O)n(-c2ccccc2)n1C | 1 | 10 | 1.9 | 1 | 0 | 129 | 2 | 31 | 5 |

Screening data deposited in PubChem BioAssay by several laboratories.
